NR1D1 modulator = modulates human Rev-erb alpha binding to DNA; P20393; Rev-erbα–FITC-DNA binding, fluorescence polarization, 90 min; activity, % at 10 µM; actives 0.79% (n = 370,000); AID 1259318;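 active = activity above about 14%, limit read from the data; passing the limit was not always enough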;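 note: 0% = DMSO wells with 35 nM protein and 100% = DMSO wells with 750 nM protein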
Target sequence (P20393 whole entry, looked up): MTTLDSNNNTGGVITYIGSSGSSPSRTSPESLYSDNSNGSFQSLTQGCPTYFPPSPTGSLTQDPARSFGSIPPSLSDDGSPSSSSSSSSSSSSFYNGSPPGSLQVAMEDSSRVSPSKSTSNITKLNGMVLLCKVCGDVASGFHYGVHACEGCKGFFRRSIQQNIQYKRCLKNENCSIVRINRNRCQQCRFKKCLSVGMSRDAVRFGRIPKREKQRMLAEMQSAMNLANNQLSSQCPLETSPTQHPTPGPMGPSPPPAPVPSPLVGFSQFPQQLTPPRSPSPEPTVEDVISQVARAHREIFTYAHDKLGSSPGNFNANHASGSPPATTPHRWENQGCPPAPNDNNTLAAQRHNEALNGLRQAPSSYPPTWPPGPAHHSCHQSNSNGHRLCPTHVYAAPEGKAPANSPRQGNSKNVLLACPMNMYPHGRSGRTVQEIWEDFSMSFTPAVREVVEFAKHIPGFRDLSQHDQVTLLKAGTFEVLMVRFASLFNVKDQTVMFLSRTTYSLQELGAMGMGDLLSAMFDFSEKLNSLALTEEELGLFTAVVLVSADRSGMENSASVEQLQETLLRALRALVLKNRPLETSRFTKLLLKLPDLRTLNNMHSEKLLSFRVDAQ
UHRF1 binding = blocks human UHRF1 binding to methylated DNA | UHRF1 binding to methylated oligo, TR-FRET | inhibition, % at 4.4 µM | actives 0.75% (n = 370,000) | AID 687016; in the data active = inhibition above about 21%;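 note: UHRF1 SRA domain binding a hemimethylated CpG hairpin DNA probe; 0% = median of test compound wells and 100% = reference inhibitor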
TCR CD3 inh = inhibitors of human TCR-CD3 interaction; TAMRA-labeled TCR probe fluorescence, biochemical; inhibition, % at 9.4 µM; AID 651800; actives 0.37% (n = 360,000); in the data active = inhibition above about 19%;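 note: recombinant mutant TCR 2C K166C tagged with TAMRA read by polarization; 0% = receptor in buffer alone and 100% = receptor with positive control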
HTRA1 inh = inhibitors of human serine peptidase HTRA1 | recombinant HTRA1, FP-rhodamine activity-based probe, fluorescence polarization | inhibition, % at 5.96 µM | actives 0.5% (n = 340,000) | AID 504803; in the data active = inhibition above about 36%;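 note: 0% = enzyme with DMSO and 100% = wells lacking enzyme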
MBD2 DNA inh = inhibitors of human MBD2 binding to methylated oligonucleotide; Q9UBB5; TR-FRET; inhibition, % at 4.4 µM; actives 0.31% (n = 370,000); AID 686964; in the data active = inhibition above about 13%
PG9 Ab binder = small molecules binding HIV-1 gp120 antibody PG9; TR-FRET gp120-PG9 antibody binding; inhibition, % at 6.7 µM; actives 0.43% (n = 360,000); AID 624416; in the data active = inhibition above about 8.5%
ABHD4 inh = inhibitors of mouse ABHD4 | Q8VD66 | purified mABHD4, FP-Rh probe fluorescence polarization | inhibition, % at 8.92 µM | actives 0.54% (n = 370,000) | AID 720543;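 active = inhibition exceeding the mean over every tested compound plus 3 SD, cut at about 30% in these data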;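 note: 0% = plate median of compound wells and 100% = S159A mutant with DMSO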
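Assay system: mABHD4 protein; medium: HEPES pH 7.0, NaCl, Pluronic buffer; dosing: 8.92 µM, single dose; schedule: 45 min + 60 min at 25 °C; signal: FP readout, ex 525 nm / em 598 nm; read-out: normalized percent inhibition of probe labeling; repeats: single replicate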
rCAG RNA binder = r(CAG) repeat RNA binding | TO-PRO-1 dye displacement fluorescence | inhibition, % at 3 µM | actives 1.3% (n = 370,000) | AID 651821;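 active = inhibition above the plate cutoff, the mean of all test compounds on that plate plus 3 SD, cut at about 35% in these data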;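 note: 0% = DMSO alone and 100% = 100 µM mitoxantrone as full dye displacement; higher means more dye released from RNA so lower well fluorescence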
LEDGF integ inh = blocks HIV-1 LEDGF/p75-dependent DNA integration. actives 0.64% (n = 370,000). inhibition, % at 3.7 µM. TR-FRET IN-LEDGF/p75 DNA integration, Eu/Cy5;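 active = inhibition above the screen-wide mean plus 3 SD, cut at about 13% in these data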;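 note: signal is the Cy5 over europium emission ratio at 671 and 618 nm; 0% = plate median of compound wells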
PRMT1 FP inh = inhibitors of human PRMT1. Q99873. recombinant PRMT1, activity-based probe fluorescence polarization. inhibition, % at 2.79 µM. actives 1.3% (n = 370,000). AID 652257;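 active = inhibition above about 21% made by adding two undisclosed values, limit read from the data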
Target sequence (Q99873 whole entry, looked up): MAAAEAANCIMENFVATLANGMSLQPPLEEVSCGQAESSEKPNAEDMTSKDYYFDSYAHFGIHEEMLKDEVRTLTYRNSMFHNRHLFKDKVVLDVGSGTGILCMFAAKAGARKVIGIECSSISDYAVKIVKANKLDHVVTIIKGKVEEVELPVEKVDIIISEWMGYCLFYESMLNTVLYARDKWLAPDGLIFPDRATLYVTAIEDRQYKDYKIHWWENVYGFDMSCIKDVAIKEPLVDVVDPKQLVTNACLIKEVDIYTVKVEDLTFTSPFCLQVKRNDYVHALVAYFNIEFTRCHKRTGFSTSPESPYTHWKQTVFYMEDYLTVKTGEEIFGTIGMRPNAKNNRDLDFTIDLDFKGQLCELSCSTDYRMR
Numbers without * were called inactive; / = not tested or not shown. This is a subset, so the mix of outcomes need not match the whole.

Order of results – ABHD4 inh | MBD2 DNA inh | rCAG RNA binder | NR1D1 modulator | LEDGF integ inh | HTRA1 inh | PG9 Ab binder | PRMT1 FP inh | TCR CD3 inh | UHRF1 binding
> COc1cc(/C=C(\C#N)c2nc3ccc(C)cc3[nH]2)c([N+](=O)[O-])cc1OC
    22 | 0 | 10 | -2 | 2 | -10 | 0.7 | 4 | -5 | -5
> CCC1CN(C(=O)NCc2cccc(OC)c2)c2ccccc2O1 (stereo unspecified)
    -14 | 1 | -2 | -2 | 2 | -13 | 2.6 | 7 | -9 | 3
> COc1ccccc1NC(=S)NC(C)C(c1cccs1)N1CCOCC1 (stereo unspecified)
    -10 | 9 | -2 | -5 | -6 | 7 | -0.1 | 7 | 0 | 5
> CCc1cc2c(N=Nc3c(O)[nH]c4ccccc34)ncnc2s1
    -7 | -3 | 0 | -1 | 0 | 3 | -3.7 | -2 | 5 | -5
> COc1cc(OC)cc(-c2nc3ccccc3c(=O)n2NC(=O)c2cccnc2Cl)c1
    -6 | -1 | 0 | -4 | 0 | 7 | -1.5 | 0 | 1 | 2
> CCS(=O)(=O)CCSc1nc(C)cc(C)c1C#N
    6 | 0 | -2 | 4 | -2 | -3 | 0.1 | 2 | -6 | 5
> O=C1c2cccc([N+](=O)[O-])c2C(=O)N1CCO
    14 | -3 | 2 | -1 | -6 | 2 | -1.6 | 5 | -2 | 5
> CCOC(=O)c1cc2c(ccn2C)n1CC(=O)N1CCN(c2ccccc2)CC1
    -4 | -2 | -4 | -1 | -3 | -1 | -0.8 | 0 | -1 | 1
> CN(C(=O)CSCC(=O)Nc1ccc(Cl)cc1)C1CCCCC1
    -14 | 3 | -1 | 0 | 2 | -6 | -0.2 | -4 | -6 | 4
> Cc1[nH]c2ccccc2c1C(C#N)(C#N)C1C(=O)c2ccccc2C1=O
    39* | -6 | 20 | -3 | 0 | 27 | -9.4 | 1 | -1 | -3
> O=C(CC(=O)N/N=C/c1ccc(C(=O)O)cc1)NCCc1ccccc1
    0 | 1 | 1 | 1 | -5 | 0 | -0.1 | -1 | 7 | 0
> Cc1ccc(C)n1-c1ccc(C(=O)N2CCOCC2)cc1
    -1 | 2 | 2 | 0 | -3 | 6 | -0.2 | -4 | -6 | 1
> O=c1[nH]c2c(Br)cnc([N+](=O)[O-])c2[nH]1
    1 | 1 | -5 | -3 | -3 | 2 | -1.9 | 3 | -8 | -1
> O=C(CN1C(=O)COc2ccccc21)NCCC1=CCCCC1
    0 | 2 | -5 | 11 | 5 | 2 | -0.3 | -2 | -2 | 2
> CCC(C(=O)NC1CCCCC1)n1c(SCc2ccccc2F)nc2ccncc21 (stereo unspecified)
    -12 | 3 | 1 | -3 | 3 | -21 | -0.8 | -2 | -1 | 0
> COc1ccc(NC(=O)CNC(=O)Cn2cnc3sc4c(c3c2=O)CCCC4)cc1OC
    0 | -2 | 2 | -3 | 2 | 1 | -2.2 | 7 | 1 | 3
> O=C(CSc1nc2[nH]c(=O)cc(O)c2s1)Nc1nccs1
    8 | -2 | 31 | -7 | -4 | -6 | 0.5 | 25* | 5 | 6
> O=C(O)C1C2CCC1C(O)C2 (stereo unspecified)
    -3 | -5 | 3 | -2 | 1 | 5 | 1.1 | 1 | 1 | -1
> S=C(NCc1ccccc1)N1CCN(c2ccccc2)CC1
    -6 | 1 | -6 | 0 | 3 | -3 | -0.9 | -2 | -6 | 0
> Cc1ccc(NC(=O)CCn2cccc2)cc1C
    1 | -2 | 0 | -5 | -4 | 7 | -0.1 | 4 | 4 | -2
> COc1cccc(C(=O)Nc2cc(NC(=O)c3ccco3)ccc2OC)c1
    5 | 5 | -5 | -2 | -2 | -3 | -0.9 | -2 | 7 | 0
> Cc1ccc(Sc2c([N+](=O)[O-])ncn2C)cc1
    3 | 0 | 0 | 1 | -2 | -3 | 0.0 | 4 | 0 | 5
> Cc1ccc(Sc2ccc(NC(=O)c3ccc(F)cc3)cc2C#N)cc1
    4 | 5 | 3 | 5 | -3 | / | 0.0 | 6 | 2 | 1
> CCOC(=O)C1=CCN(S(=O)(=O)c2ccccc2Cl)C1c1ccc(Cl)cc1 (stereo unspecified)
    -5 | 2 | 0 | -3 | -5 | / | -1.0 | 3 | 2 | 1
> O=C(NCCCO)C(=O)NCc1ccncc1
    1 | 2 | 1 | 1 | 1 | 2 | -0.7 | 0 | 4 | -2
> CC(=O)c1ccc(N2CCN(CC(=O)NCc3ccccc3)CC2)cc1
    4 | 1 | -6 | -4 | -3 | 2 | 1.4 | 4 | -4 | 3
> CCOC(=O)C1CCN(c2c(N(C)Cc3ccco3)c(=O)c2=O)CC1
    1 | -2 | 1 | -3 | 2 | 11 | -0.3 | 14 | 4 | 2
> Cc1ccc(CNC(=O)c2ccc(N(C)S(=O)(=O)c3ccccc3)cc2)cc1
    -10 | 1 | 1 | -4 | -3 | -26 | -0.6 | 8 | -1 | 2
> Cc1cc2oc(=O)cc(CN3CCN(c4ccc(Cl)c(Cl)c4)CC3)c2cc1Cl
    4 | -1 | 7 | -1 | 0 | / | -0.3 | 0 | 1 | -2
> CN(C)S(=O)(=O)Oc1ccsc1C(=O)Nc1ccc(C(F)(F)F)cc1
    -15 | 2 | 0 | -1 | 3 | -33 | 1.6 | 0 | 4 | -1
> CN(Cc1cnccn1)Cc1cn(Cc2ccccc2)nc1-c1ccc2c(c1)OCO2
    5 | 5 | -7 | 0 | -3 | -1 | 0.2 | -4 | -2 | 1
> CCOc1ccc(CNC(=O)NS(=O)(=O)c2ccc(OC)cc2)cc1
    -5 | 5 | 2 | -4 | 0 | -1 | 2.3 | 2 | 0 | 8
> CCOC(=O)C1CCN(C(=O)COc2ccc(Br)cc2)CC1
    -7 | 2 | -4 | -4 | -1 | -9 | 0.4 | -1 | -2 | 5
> COC(=O)[C@]12CCCCC=C1N(CCC1=CCCCC1)C(=O)[C@H](CC(=O)NCC1CCCCC1)C2
    16 | 4 | 5 | 14 | -7 | / | -2.7 | 5 | -5 | 1
> O=C(Nc1cccc2cccnc12)c1cccc([N+](=O)[O-])c1
    -3 | -2 | 6 | -1 | -3 | -6 | -2.6 | -1 | 6 | -1
> CS(=O)(=O)N(CC(=O)N1CCCCC1)c1ccc2c(c1)OCO2
    -2 | -5 | 1 | 0 | 1 | 9 | -1.1 | -1 | 0 | -1
> O=C(NCCc1ccccc1)c1ccccc1C(=O)NCCc1ccccc1
    2 | 0 | -2 | -5 | 2 | / | -0.1 | 0 | 2 | -2
> COc1ccc(OC)c(CN(CCCN2CCOCC2)C(=O)Nc2ccccc2)c1
    4 | -2 | -8 | 0 | -1 | 8 | -0.1 | -2 | 1 | 1
> O=S(=O)(c1ccccc1F)N1CCc2ccccc2C1
    -7 | 2 | -2 | 1 | 2 | -12 | -1.2 | 2 | 3 | 1
> Cc1ccc2ccc(C(Nc3ccccc3)c3ccc(Cl)cc3)c(O)c2n1 (stereo unspecified)
    -11 | -3 | 11 | -1 | 6 | / | -2.0 | -3 | 3 | -3
> Cn1c(=O)c2c(nc(CN3CCC(C(N)=O)CC3)n2Cc2ccccc2F)n(C)c1=O
    2 | 2 | -4 | -2 | -1 | -2 | 0.8 | -2 | -3 | 0
> Cc1ccc2nc(-c3ccncc3)cc(C(=O)NCCc3ccc(F)cc3)c2c1
    -2 | -5 | 0 | 10 | -2 | -13 | -0.8 | 1 | 3 | -4
> Nc1ncc([N+](=O)[O-])cc1S(=O)(=O)c1ccccc1
    0 | 4 | 0 | 1 | 0 | / | -0.1 | 0 | 3 | 1
> CC(C)(C)c1ccc(C(=O)OCC(=O)Nc2cccc(S(=O)(=O)NC3=NCCC3)c2)cc1
    -2 | 5 | 5 | -4 | -2 | -8 | -0.1 | 4 | -6 | 2
> COc1ccccc1N1CCN(C(=O)CSc2nnc3n2C(C)(C)Cc2ccccc2-3)CC1
    7 | -1 | -3 | -2 | -1 | -1 | -1.1 | 3 | 0 | 0
> CCOC(=O)CN1C(=O)C(=O)N(Cc2c(C)cc(C)cc2C)C1=O
    10 | 4 | -4 | -5 | -4 | 4 | -0.4 | 0 | -2 | 2
> COc1ccc(N=C2SC(CC(=O)Nc3ccccc3)C(=O)N2CCc2ccccn2)cc1 (stereo unspecified)
    -4 | 2 | -3 | 0 | 0 | -31 | -1.6 | 0 | 5 | 11
> O=C1c2ccccc2C(Nc2cccnc2)N1Cc1ccccc1Cl (stereo unspecified)
    -4 | 2 | 2 | 4 | -5 | 1 | -1.4 | 1 | 4 | 0
> CC1(C)CC(=O)c2cc(OCC(=O)NCCN3CCOCC3)ccc2O1
    4 | -2 | 4 | 7 | -4 | 5 | -0.5 | -2 | 6 | -3
> CCC(Cc1ccccc1)NC(=O)C1CCN(S(=O)(=O)c2c(C)noc2C)CC1 (stereo unspecified)
    0 | -3 | -6 | -3 | -1 | 2 | 0.8 | 3 | 2 | 0
> CCC[C@H]1[C@@H](N(C)CC2CCCCC2)CC[C@@]23CCCN2C(=O)CCC[C@@H]13
    3 | -5 | / | -4 | 2 | / | / | -1 | / | 2
> CC(NCc1ccccc1)c1ccccc1O (stereo unspecified)
    3 | 0 | 1 | 4 | -1 | -1 | -2.1 | -4 | -1 | 5
> CCC(C(=O)NC1CCCCC1)n1c(SCc2cccc(C)c2)nc2ccncc21 (stereo unspecified)
    -3 | 0 | 3 | 1 | 0 | -36 | 1.1 | 1 | -6 | 2
> CCCS(=O)(=O)c1ccc(COC(=O)Cc2ccc([N+](=O)[O-])cc2)cc1
    0 | 0 | 1 | 6 | 2 | -2 | -0.4 | 1 | -6 | -1
> O=C1/C(=C/c2ccco2)SC(=S)N1C1CCS(=O)(=O)C1 (stereo unspecified)
    23 | 10 | 19 | 2 | 48* | 14 | -2.5 | 36* | 1 | 32*
> CCOC(=O)c1sc(NC(=S)NC(=O)c2ccco2)nc1C
    -2 | -3 | 8 | 11 | -2 | -3 | 2.3 | 4 | -5 | 3
> O=C(NCCN1CCN(c2ccccc2F)CC1)C1CCCN(S(=O)(=O)c2cnc[nH]2)C1 (stereo unspecified)
    0 | 3 | 1 | 1 | 0 | -1 | -1.2 | -4 | 6 | 0
> COc1ccccc1N1CCN(CCNC(=O)Nc2cccc(C)c2C)CC1
    -1 | -7 | -6 | -1 | -1 | -2 | 1.3 | -3 | 8 | 0
> Cc1ccc(N(CC(O)Cn2c3ccccc3c3ccccc32)S(C)(=O)=O)cc1 (stereo unspecified)
    -13 | 2 | 6 | 4 | 0 | -37 | -2.1 | 0 | 1 | 3

Reprinted at random: three entries already listed
Order of results – ABHD4 inh | MBD2 DNA inh | rCAG RNA binder | NR1D1 modulator | LEDGF integ inh | HTRA1 inh | PG9 Ab binder | PRMT1 FP inh | TCR CD3 inh | UHRF1 binding
> CCS(=O)(=O)CCSc1nc(C)cc(C)c1C#N
    6 | 0 | -2 | 4 | -2 | -3 | 0.1 | 2 | -6 | 5
> Cc1ccc(CNC(=O)c2ccc(N(C)S(=O)(=O)c3ccccc3)cc2)cc1
    -10 | 1 | 1 | -4 | -3 | -26 | -0.6 | 8 | -1 | 2
> Cc1ccc(N(CC(O)Cn2c3ccccc3c3ccccc32)S(C)(=O)=O)cc1 (stereo unspecified)
    -13 | 2 | 6 | 4 | 0 | -37 | -2.1 | 0 | 1 | 3

Screening results (PubChem)
